S3 lipid droplet – qHTS Assay for Lipid Storage Modulators in Drosophila S3 Cells; AID 2685; lipid storage change, negative = inhibition, % at the top dose, mostly 46.1 µM; hits show Potency in µM; actives 0.64% (n = 320,000); Drosophila S3 cells, BODIPY lipid droplet fluorescence, 18-24 h; cells fed with added oleic acid; active = well fitted inhibition curve with a large enough effect in the signal ratio, with a control signal flat, not every such curve was filed as active; inconclusive = small, poorly fitted or top-dose-only effect, or effect the other way, or a change in a side signal; the % refers to the signal ratio
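Laser-scanning cytometry quantifies lipid droplet accumulation (500–530 nm total intensity; droplet/cell object ratio) in oleic acid-fed (400 uM added) Drosophila S3 cells treated with a concentration series. 20 uM Triacsin C defined 100% inhibition.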
S3 lipid droplet cell count max – recorded beside S3 lipid droplet, whose call it bears; cell number change, %; measured here: cell count max response;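 cells counted by Cell Tracker Red CMTPX staining in the red channel; peak over a dose series mostly up to 46.1 µM; percent activity relative to internal control wells on each plate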
Starred values were filed as active, the others as inactive; i = inactive; u = inconclusive; x = not tested or not shown; [ ] = dose if it differs, or a comment. % is scaled to controls: 0 for no effect and ±100 for the full control effect; potency is read from the fitted curve at half-maximal effect. Only part of the results is shown; count on the stated rates, not on these rows.

S3 lipid droplet,S3 lipid droplet cell count max,Molecule
-4%,x,Nc1ccc(N=Nc2ccccc2)c(N)n1
i,-7,O=C(Cc1ccc(Cl)c(Cl)c1)NC1CCCCCC1
u,x,COc1ccc(CCNS(=O)(=O)c2ccc(OC)c(OC)c2)cc1OC
u,x,COc1ccc(NC(=O)Nc2c(C)n(C)n(-c3ccccc3)c2=O)cc1OC
u,x,CN(Cc1nccn1C)C(=O)CC1C(=O)NCCN1Cc1ccc(F)cc1Cl (stereo not given)
-22%[0.0737 µM],2,O=C(NCC1CCCN1S(=O)(=O)c1ccccc1)c1cccc(Cl)c1 (stereo not given)
2%,16,CCOc1ccccc1NS(=O)(=O)c1ccc(-n2cccn2)cc1
-2%,16,CC1=C(C(=O)OC(C)C)C(c2ccsc2)NC(=O)N1C (stereo not given)
-3%,-3,COc1cc(NC(=O)C2CCCN(S(=O)(=O)c3ccc4c(c3)oc(=O)n4C)C2)cc(OC)c1 (stereo not given)
-7%,5,COc1ccc(CCNC(=O)Oc2ccccc2)cc1OC
u,x,CCn1c(C)cc(/C=C2\NC(=O)N(Cc3ccccc3)C2=O)c1C
u,x,O=C(O)CN1C(=O)/C(=C\c2cccc(OCc3ccc(F)cc3)c2)SC1=S
u,x,COc1ccc(C(=O)c2cnc3cc4c(cc3c2C)OCO4)cc1
1%,-1,CCOc1ccc(NC(=S)N(CCc2ccncc2)C(C)C)cc1
u,x,CC1(C)CC2CC(C)(CN2S(=O)(=O)c2ccc(N)cc2)C1 (stereo not given)
u,x,CCOC(=O)[C@H]1[C@H]2COc3ccc(OC)cc3[C@H]2N2C(=O)CNC(=O)[C@@]12C
u,x,COC(=O)C(NC(C)=O)(Nc1ccc(C)cn1)C(F)(F)F (stereo not given)
u,x,CN1CCc2c(sc(/N=C/c3cccs3)c2C(N)=O)C1
u,x,CCC1CCC(C(=O)NC(C(=O)NCCN2CCOCC2)C(C)C)CC1 (stereo not given)
1%,0,COc1ccc(/C=C/C(=O)NC(=S)NNC(=O)c2c(-c3ccccc3)noc2C)cc1
u,x,Nc1ncc(Br)cc1N=Cc1ccccc1
u,x,O=C(NC1CCCc2ccccc21)c1cc(F)cc(F)c1 (stereo not given)
i,-2,COc1ccc(CNC(=O)Cn2nc(C)n3cccc3c2=O)cc1
u,x,CC(C)Nc1nc(NC(C)C)nc(OCCOC(=O)c2ccccc2)n1
-6%,-15,CCCn1c(N)c(C(=O)CSc2nc3ncc(Cl)cc3[nH]2)c(=O)[nH]c1=O
u,x,COc1ccccc1C(=O)Nc1ccnn1C1CCN(C(=O)C(C)(C)C)CC1
u,x,Cc1cc(C)nc(NC(=O)Cc2ccc([N+](=O)[O-])cc2)c1
u,x,Cc1nc(Oc2ccccc2)c2ccsc2n1
-4%,5,CCCCCCNC(=O)c1ncn[nH]1
u,x,CC1(C)Cc2cccc(Oc3cc(NN4CCCCC4)c([N+](=O)[O-])cc3[N+](=O)[O-])c2O1
-2%,-1,CC/C(O)=C1\C(=O)CC(C)(C)CC1=Nc1ccccc1C
u,x,COc1ccc(F)cc1C1=CC(=O)C[C@H](c2ccc3c(c2)OCO3)C1
u,x,CC(C)CC(NC(=O)c1ccc(Cl)cc1)C(=O)OCC(=O)c1ccc2c(c1)NC(=O)CO2 (stereo not given)
u,x,CC(Sc1nc2scc(-c3ccccc3)c2c(=O)[nH]1)C(=O)NC(N)=O (stereo not given)
0%,0,CC(CCc1ccccc1)NC(=O)CNC(=S)N(Cc1cccs1)C1CCCC1 (stereo not given)
u,x,C=CCN=c1scc(C)n1/N=C/c1ccc(O)c(O)c1
u,x,CC1Cc2ccccc2N1c1ncnc2c1nnn2Cc1ccccc1Cl (stereo not given)
u,x,CCCc1[nH]nc2c1C(c1c(C)nn(-c3ccccc3)c1Cl)C(C#N)=C(N)O2 (stereo not given)
u,x,COc1ccc(/C=N/c2nc3ccccc3n2CCN2CCCCC2)cc1OC
u,x,C(=N\Nc1ncnc2ccccc12)/c1ccccc1
u,x,COc1ccc2oc(C(=O)OCC(=O)N3CCCC(C)C3)c(C)c2c1 (stereo not given)
u,x,O=C(OCc1c(Cl)cccc1Cl)c1cccnc1Cl
0%,8,COc1ccc(NC(=O)C2CSC(C)(C)N2C=O)cc1 (stereo not given)
-23%,-15,CCCC1Cc2[nH]c(=O)c(C#N)cc2CO1 (stereo not given)
-8%,-8,CC(=O)Nc1ccc([N+](=O)[O-])cn1
u,x,O=C(O)CNC(=O)c1cccc(C(F)(F)F)c1
7%,-10,Cc1cc(NC(=O)c2cc([N+](=O)[O-])cc([N+](=O)[O-])c2)n(-c2ccccc2)n1
u,x,Cn1ccnc1C(O)c1cc(C(C)(C)C)c(O)c(C(C)(C)C)c1 (stereo not given)
u,x,O=C(NNC(=O)c1ccc(Cl)cc1Cl)c1cnccn1
u,x,Cc1ccc(C(C)NC(=O)Cc2cccs2)cc1C (stereo not given)
-1%,7,CCOC(=O)CSc1ncnc2c1sc1nc(N3CCOCC3)c3c(c12)CCCC3
u,x,COCCCNC(=O)/C=C/c1ccc(Cl)cc1
-30%,-14,COC(=O)c1ccccc1NC(=O)CSc1n[nH]c(-c2ccncc2)n1
u,x,COc1ccc(C(=O)NCCS(=O)(=O)NCc2ccccc2)cc1
u,x,COc1ccc(S(=O)(=O)c2cnc3ccccc3n2)cc1
11%,1,O=C(NCC(=O)N1CCN(c2ccccc2)CC1)c1ccco1
i,-22,O=C(CCCN1C(=O)C(c2ccccc2)Oc2cccnc21)Nc1ccccc1Cl (stereo not given)
u,x,COc1ccc(CCNC(=O)c2c(C)nn(-c3ccccc3)c2Cl)cc1
1%,-7,Oc1ccc(Cl)cc1C=Nc1ccc(Br)cc1
u,x,CC(=O)N1CCN(C(=O)CCc2nc3sc4c(c3c(=O)[nH]2)CCCC4)CC1

Later entries
S3 lipid droplet,S3 lipid droplet cell count max,Molecule
8%,3,Cc1c(Cl)cccc1NC(=O)CSCC(N)=O
-18%,0,Cc1ccc(OCCC(=O)OCC(=O)Nc2cc(C)cc(C)c2)cc1
u,x,CSC1=NCCN1C(=O)c1ccc2ccccc2c1
3%,6,COc1ccc(/C=N/NC(=O)CNC(=O)c2cccs2)cc1
u,x,CN(c1ccccc1)S(=O)(=O)c1cccc(C(=O)Nc2ccc3c(c2)CCC3)c1
u,x,CCOc1ccc(CN(C)C(=O)c2ccc3c(c2)NC(=O)C(C)S3)cc1OC (stereo not given)
u,x,O=C(NC1CCCCCCC1)c1ccc2c(c1)OCO2
u,x,Cc1c(C(=O)c2ccc(F)cc2F)c2ccccn2c1CCC#N
u,x,N#Cc1ccc(S(=O)(=O)NCC(=O)OCC(=O)NCCc2ccccc2)cc1
i,0,CSc1nc2n(n1)C(c1ccccn1)C1=C(CC(C)(C)CC1=O)N2 (stereo not given)
u,x,Cc1ccc(CN2CC34C=CC(O3)C(C(=O)NCc3ccc5c(c3)OCO5)C4C2=O)cc1 (stereo not given)
u,x,Cc1nn(CCC#N)c2nc(-c3ccccc3)cc(C(F)(F)F)c12
u,x,CCOC(=O)C1=C(C)NC2=C(C(=O)CC(C)(C)C2)C1c1ccc(N(C)C)cc1 (stereo not given)
u,x,Cn1c2ccccc2c(=O)c2cc(C#Cc3ccsc3)ccc21
u,x,O=C(CSC(=S)N1CCCCC1)c1c(F)cccc1F
u,x,Cc1cc(=O)oc2cc(OCC(=O)N3CCN(c4ccccc4)CC3)c(Cl)cc12
-14%,-4,O=C(NCc1ccc2c(c1)OCO2)c1cc(-c2ccc(Cl)cc2Cl)on1
0%,-5,Cc1cc2ccccc2cc(C)c1=O
-6%,-7,CC(NC(=O)COC(=O)Cc1ccsc1)c1ccccc1 (stereo not given)
-3%,-8,O=C(C[n+]1cc(-c2ccc(Cl)cc2)n2c1CCC2)N1c2ccccc2Sc2ccccc21
u,x,O=c1oc(-c2ccco2)nc2c1cnn2-c1ccccc1
u,x,COc1ccc(NC(=O)c2cc(-c3ccncc3)nc3ccc(Br)cc23)cc1OC
u,x,Cc1ccc(S(=O)(=O)N(CC(=O)NCc2ccco2)C2CCCCC2)cc1
i,16,COc1ccc(OC)c(NC(=O)CCNS(=O)(=O)c2ccc3[nH]c(=O)oc3c2)c1
u,x,CCOc1cc(/C=N/NC(=O)CN(CCc2ccccc2)S(=O)(=O)c2ccc(NC(C)=O)cc2)ccc1O
i,17,CCOC(=O)C1CCCN(S(=O)(=O)c2ccc(F)c(C(=O)Nc3ccc(F)c(F)c3)c2)C1 (stereo not given)
-24%,12,C/C(=N\NC(=O)c1ccc(F)cc1)c1cccc(NC(=O)c2cccc(F)c2)c1
u,x,O=C(c1cc2cc([N+](=O)[O-])ccc2oc1=O)n1cccn1
u,x,Cc1cc(NC(=O)COC(=O)COc2ccc3c(c2)CCC3)no1
u,x,NC(=O)c1ccnc2c(O)cccc12
-9%,-13,CC(C)(C)c1ccc(CN2N=Nc3ccccc3S2(=O)=O)cc1
-2%,2,CC(O)c1nc2ccc(Cc3ccc4nc(C(C)O)[nH]c4c3)cc2[nH]1 (stereo not given)
u,x,COc1cc(NC(=O)COc2c(C)cc(C)cc2[N+](=O)[O-])c(OC)cc1Cl
-5%,-24,CC1(C)CC(=O)C2=C(C1)Nc1cc3c(cc1C2c1ccc2c(c1)OCO2)OCO3 (stereo not given)
u,x,Cc1nn(-c2ccccc2)c(C)c1-c1nnc(C(F)(F)F)o1
u,x,Cc1nc(-c2ccc(NC(=O)C(C)(C)C)cc2)c(-c2ccccc2)o1
u,x,COc1cc(OC)cc(C(=O)NC(=S)Nc2ccc3[nH]c(=O)[nH]c3c2)c1
6%,-5,CC(=O)c1cccc(S(=O)(=O)N2CCn3cccc3C2C)c1 (stereo not given)
8%,-19,O=C(COC(=O)C1CCC1)Nc1ccc(Oc2ccccc2)cc1
u,x,COc1ccccc1OCC(O)CO (stereo not given)
u,x,COCCN1CCN(C(=O)C2CCC(=O)N(CCc3cccc(F)c3)C2)CC1 (stereo not given)
u,x,Cc1ccc(NC(=O)c2ccc(-c3nn(C)c(=O)c4ccccc34)cc2)cc1
27%,27,Cc1nnc(SCC(=O)NC2CC2)n1CCc1ccccc1
u,x,CCCNC(=O)c1ccc2c(c1)ncn2-c1ccccc1OC
1%,-13,C/C(=N\NC(=O)CSCc1ccccc1Cl)c1cc(O)ccc1O
u,x,COc1cc(OC)cc(-n2nnnc2SCC(=O)Nc2nc3c(s2)CCCC3)c1
2%,6,CC1(C)CC(=O)C/C(=N\NC(=O)Cc2ccccc2)C1
u,x,Cn1cnnc1SCC(=O)Nc1ccccc1Oc1ccccc1
u,x,O=C(NCCC1=CCCCC1)c1cc(COc2c(F)cccc2F)on1
u,x,CCOC(=O)c1cnc(SCc2nc(N)nc(Nc3ccc(C)cc3)n2)nc1N
u,x,Cc1ccc(C)c(NC(=O)CSc2n[nH]c(-c3ccccn3)n2)c1
u,x,COc1ccc2nc(NC(=O)CSc3nccc(C)n3)sc2c1
u,x,CCn1cc(C(=O)NC2CCc3ccccc32)c(=O)c2ccc(C)nc21 (stereo not given)
14%,-12,O=C(Cn1nc(-c2ccccc2)c2ccccc2c1=O)NCC1CCCO1 (stereo not given)
u,x,Cc1[nH]ccc(=O)c1Oc1ncc(C(F)(F)F)cc1Cl
u,x,CCOC(=O)N1CCN(C(=O)c2ccc3nc(SCc4ccc(F)cc4)n(C)c3c2)CC1
